SIAE inh – human SIAE inhibitors, primary screen, biochemical, fluorescence polarization, FP-Rh probe, 1536-well HTS; Sialate O-acetylesterase (Homo sapiens), Q9HAT2; SIAE FP-Rh probe binding; inhibition, % at 9.66 µM; 370,000 compounds, 0.69% hits; AID 1053197, 2014;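 active = inhibition above a cutoff: mean of compounds within the control limits plus 3 SD of those, cut at about 17% in these data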;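 note: 0% = plate median of compound wells and 100% = probe without SIAE protein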
NR1D1 modulator – modulators of Rev-erb alpha DNA binding, primary screen, biochemical, FITC-DNA, fluorescence polarization, uHTS | Rev-erbα–FITC-DNA binding, 90 min | activity, % at 10 µM | Nuclear receptor subfamily 1 group D member 1 (Homo sapiens), P20393 | 370,000 compounds, 0.79% hits;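 active = activity above about 14%, limit read from the data; passing the limit was not always enough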;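 note: 0% = DMSO wells with 35 nM protein and 100% = DMSO wells with 750 nM protein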
ABHD4 inh – ABHD4 inhibitors, primary screen, biochemical, fluorescence polarization, mouse. (Lyso)-N-acylphosphatidylethanolamine lipase (Mus musculus), Q8VD66. purified mABHD4, FP-Rh probe fluorescence polarization. inhibition, % at 8.92 µM. 370,000 compounds, 0.54% hits;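 active = inhibition exceeding the mean over every tested compound plus 3 SD, cut at about 30% in these data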;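 note: 0% = plate median of compound wells and 100% = S159A mutant with DMSO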
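System: mouse ABHD4 enzyme, wild type / Medium: HEPES pH 7.0, NaCl, Pluronic buffer / Reagent: FP-Rh activity-based fluorescent probe / Control set: S159A mutant high control, sample median low control / Detection: fluorescence polarization with parallel and perpendicular emission, 525/598 nm / Schedule: 45 min + 60 min at 25 °C / Compound dosing: 8.92 µM, single dose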
LEDGF integ inh – blockers of LEDGF/p75-dependent integrase strand transfer – biochemical, TR-FRET, high throughput, primary screen; HIV-1 integrase (with human LEDGF/p75); TR-FRET IN-LEDGF/p75 DNA integration, Eu/Cy5; inhibition, % at 3.7 µM; 370,000 compounds, 0.64% hits; AID 743269, 2014;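 active = inhibition above the screen-wide mean plus 3 SD, cut at about 13% in these data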;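 note: signal is the Cy5 over europium emission ratio at 671 and 618 nm; 0% = plate median of compound wells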
HTRA1 inh – HTRA1 serine protease inhibitors, primary screen, biochemical, fluorescence polarization, HTS | inhibition, % at 5.96 µM | recombinant HTRA1, FP-rhodamine activity-based probe | 340,000 compounds, 0.5% hits | AID 504803, 2011; in the data active = inhibition above about 36%;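 note: 0% = enzyme with DMSO and 100% = wells lacking enzyme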
Target sequence (Q92743 whole entry, looked up): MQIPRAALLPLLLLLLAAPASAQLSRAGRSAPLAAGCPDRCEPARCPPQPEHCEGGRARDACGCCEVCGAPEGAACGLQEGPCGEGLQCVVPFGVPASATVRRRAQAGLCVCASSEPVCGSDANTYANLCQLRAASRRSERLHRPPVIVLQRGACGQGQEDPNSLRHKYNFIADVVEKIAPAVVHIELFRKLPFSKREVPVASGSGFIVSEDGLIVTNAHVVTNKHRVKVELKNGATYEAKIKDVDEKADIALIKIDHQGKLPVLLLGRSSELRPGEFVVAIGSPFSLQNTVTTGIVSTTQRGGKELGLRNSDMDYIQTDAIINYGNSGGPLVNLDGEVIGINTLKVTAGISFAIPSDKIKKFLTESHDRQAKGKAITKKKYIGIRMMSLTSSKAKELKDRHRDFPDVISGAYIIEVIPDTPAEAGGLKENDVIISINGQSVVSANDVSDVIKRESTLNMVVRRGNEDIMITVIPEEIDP
PRMT1 inh – PRMT1 methyltransferase inhibitors, primary screen, biochemical, fluorescence polarization. Protein arginine N-methyltransferase 1 (Homo sapiens), Q99873. recombinant PRMT1, activity-based probe fluorescence polarization. inhibition, % at 2.79 µM. 370,000 compounds, 1.3% hits. AID 652257, 2013;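 active = inhibition above about 21% made by adding two undisclosed values, limit read from the data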
TCR-CD3 inh – inhibitors of human TCR-CD3 interaction, primary screen, biochemical, fluorescence, TAMRA-labeled TCR probe. 360,000 compounds, 0.37% hits. AID 651800, 2012. inhibition, % at 9.4 µM. T-cell receptor (TCR); in the data active = inhibition above about 19%;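 note: recombinant mutant TCR 2C K166C tagged with TAMRA read by polarization; 0% = receptor in buffer alone and 100% = receptor with positive control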
TDP2 absorb – human TDP2 enzyme inhibitors, primary screen, biochemical, epi absorbance, recombinant enzyme; T5PNP hydrolysis, p-nitrophenol absorbance 415 nm; inhibition, % at 12.8 µM; 370,000 compounds, 0.34% hits; AID 720702, 2013;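 active = inhibition above the mean of all tested compounds plus 3 SD, set per campaign, cut at about 25% in these data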;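 note: 0% = DMSO with enzyme and 100% = buffer with substrate but no TDP2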
Target sequence (O95551 whole entry, looked up): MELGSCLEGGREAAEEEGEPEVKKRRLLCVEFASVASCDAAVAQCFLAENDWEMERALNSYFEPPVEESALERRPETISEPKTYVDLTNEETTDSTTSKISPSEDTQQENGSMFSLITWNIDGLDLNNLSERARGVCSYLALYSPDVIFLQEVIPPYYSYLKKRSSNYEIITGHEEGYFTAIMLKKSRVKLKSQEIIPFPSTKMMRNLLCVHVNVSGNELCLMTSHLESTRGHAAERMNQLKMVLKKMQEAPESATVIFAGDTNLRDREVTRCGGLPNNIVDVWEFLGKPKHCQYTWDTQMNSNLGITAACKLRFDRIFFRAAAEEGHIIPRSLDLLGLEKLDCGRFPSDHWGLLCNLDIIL
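Assay system: recombinant human TDP2 / Reagent: T5PNP substrate at 5 mM, a TopII-DNA adduct mimic / Measured by: epi absorbance from released p-nitrophenol / Evaluation: % inhibition relative to enzyme-containing and enzyme-free wells / Control set: enzyme-free and DMSO wells / Replicates: each compound tested once, singlicate / Schedule: enzyme reaction with compound for 2 h at 37 °C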
rCAG binder – binders of r(CAG) RNA repeats, primary screen, biochemical, fluorescence. r(CAG) RNA repeat, TO-PRO-1 dye displacement fluorescence. inhibition, % at 3 µM. 370,000 compounds, 1.3% hits;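 active = inhibition above the plate cutoff, the mean of all test compounds on that plate plus 3 SD, cut at about 35% in these data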;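 note: 0% = DMSO alone and 100% = 100 µM mitoxantrone as full dye displacement; higher means more dye released from RNA so lower well fluorescence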
PG9 binder – binders of HIV-1 gp120 antibody PG9, primary screen, biochemical, TR-FRET. AID 624416, 2012. TR-FRET gp120-PG9 antibody binding. inhibition, % at 6.7 µM. HIV-1 gp120 / PG9 antibody interaction. 360,000 compounds, 0.43% hits; in the data active = inhibition above about 8.5%
Active calls of the source: *; · = not tested or not shown. Only part of the results is shown; count on the stated rates, not on these rows.

SMILES	SIAE inh	NR1D1 modulator	ABHD4 inh	LEDGF integ inh	HTRA1 inh	PRMT1 inh	TCR-CD3 inh	TDP2 absorb	rCAG binder	PG9 binder
O=C(COC(=O)CSc1ccc(F)cc1)NCCCc1ccccc1	-4	0	6	2	5	-2	2	12	-5	2.4
CCCCNC(=NCc1cccc(C(F)(F)F)c1)Nc1ccccc1	4	-3	9	-1	-1	1	2	-11	2	-0.8
CC(C)C[C@H]1CN([C@@H](Cc2ccc(O)cc2)CN2CCC[C@@H]2CN2C(=S)NC[C@@H]2Cc2ccccc2)C(=S)N1CC1CCCCCC1	-8	-1	-7	-1	·	-1	6	6	11	-1.1
O=[N+]([O-])/C=C/c1cn(Cc2ccc(F)cc2)c2ccccc12	-18	-1	-15	8	-15	-1	-9	-21	14	-1.0
COc1ccc(-c2nc3ccccc3c(=O)n2CCCn2ccnc2)cc1	6	2	2	-2	-3	-2	10	0	0	1.5
CCOc1cc(N2CCOCC2)c(OCC)cc1NC(=O)c1cc(S(=O)(=O)N2CCOCC2)ccc1F	7	0	-5	-2	-1	1	-8	11	1	-0.6
Oc1ccc(CNC2CCCCC2)cc1	0	1	1	-2	0	-2	2	6	0	-1.9
COc1ccc(-c2cc(NC=O)c3ncc(-c4cccc(C(C)=O)c4)n3c2)cc1	-7	-7	-4	-2	·	5	-4	-2	15	2.6
CCOc1cccc(CN(C)CC2CCCN(CCc3ccc(Cl)cc3)C2)c1O (configuration not stated)	-1	-1	0	2	1	-4	-2	-12	-9	-1.9
O=C1CSC(=S)N1/N=C/C=C/c1ccccc1	8	3	8	4	15	21*	-3	-8	24	-3.4
COCCn1c(SCC(=O)c2c(N)n(C3CC3)c(=O)[nH]c2=O)nnc1-c1cccc(C)c1	-5	-5	-3	0	1	-8	3	3	-2	-3.1
CC(=O)Nc1ccc(CN(C)c2c(C)nc3ccc(C(=O)NCCc4ccccn4)cn23)cc1	4	1	2	3	·	-3	4	2	-1	1.6
COc1ccc(CNC(=O)c2cccc3c(-c4cnn(C)c4)coc23)cc1OC	0	11	0	-2	·	3	2	-5	1	-0.2
Cc1ccc(N2C(=O)CSC2c2cccnc2)cc1F (configuration not stated)	-4	2	-3	6	-8	5	-9	-9	2	-1.1
CCC(C)[C@H](NC(=O)[C@@H]1Cc2ccccc2CN1)C(=O)NCc1ccc(OC)cc1 (some centres not stated)	10	-9	-2	1	3	0	8	10	-9	-0.5
C=CCn1c(SCC(=O)N2CCCC2=O)nc2sc(CC)cc2c1=O	-1	12	3	3	1	0	-5	5	3	-1.9
COCc1cc([C@@H]2C[C@H]3CN(c4ccccc4)C(=O)[C@]34CCCN24)ccc1OC	-3	-2	0	1	-5	-5	4	-6	-8	-4.4
Cn1c(/C=C/N2CCOCC2)c(C(=O)c2ccc(Br)cc2)c(=O)n(C)c1=O	-2	-2	-3	0	1	-1	-4	-1	0	-1.9
CC(C)n1c(NCc2cc(Cl)ccc2O)nc2ccccc21	1	10	-13	2	-14	10	-3	-8	5	0.0
Cc1c2cnn(CC(=O)Nc3c(F)c(F)cc(F)c3F)c(=O)c2c(C)n1Cc1ccccc1F	-35	-16	-20	7	-18	-2	11	9	18	2.0
CCOc1ccc(N(CC(=O)NCc2ccc3c(c2)OCO3)C(=O)c2csnn2)cc1	4	6	-1	0	5	0	-5	5	0	0.8
CCc1cc(=O)oc2cc(OCC(=O)NCCN3CCOCC3)c(Cl)cc12	-3	-2	-12	1	4	-5	-1	-23	1	0.2
C/C(=C\C(=O)OCC(=O)NCc1ccccc1)C(=O)OCC(=O)NCc1ccccc1	-10	-6	1	1	0	0	3	6	-1	-2.6
CCn1cc(C(=O)NCC2CCCO2)c(=O)c2cc(S(=O)(=O)N3CCCCC3)ccc21 (configuration not stated)	-6	3	6	3	-3	0	-1	-6	-4	-0.6
COc1cc(CN2CCN(c3ccccc3F)CC2)cc(OC)c1O	-1	-3	12	-2	-3	2	-8	6	-1	1.5
(cont.)
SMILES	SIAE inh	NR1D1 modulator	ABHD4 inh	LEDGF integ inh	HTRA1 inh	PRMT1 inh	TCR-CD3 inh	TDP2 absorb	rCAG binder	PG9 binder
Cc1ccccc1Nc1nnc(SCC(=O)NCC2CCCO2)s1 (configuration not stated)	0	-4	0	0	1	-2	3	-6	1	-0.1
CC(C)(C)c1cc(C(F)(F)F)c(C#N)c(=O)[nH]1	8	1	-3	4	1	0	3	1	9	-0.7
CCOc1ccc(Cl)cc1S(=O)(=O)n1nnc2ccccc21	-4	-2	-3	2	7	-1	2	-2	2	1.2
FC(F)(F)Oc1cccc(Cn2ccc3ccc(-c4ccc5ccn(Cc6ccccc6)c5c4)cc32)c1	1	-1	11	6	·	2	·	4	55*	·
COc1ccc2c3n([n+]([O-])c2c1)CCN=C3c1cc(Cl)c(N)c(Cl)c1	13	-7	7	-2	-10	-2	2	14	4	-0.6
O=S(=O)(CCc1ccccc1)CS(=O)(=O)CCc1ccccc1	-2	0	-1	-3	4	4	8	-8	4	-1.1
C[C@H]1COc2cc(N3CCC[C@H]3CO)ccc2S(=O)(=O)N1	0	9	1	-1	·	-3	4	-1	1	-2.7
C=CCn1c(C(CCCC)CC(O)COCC(C)C)n[nH]c1=S (configuration not stated)	8	-2	0	2	-2	-3	0	-9	-9	-2.1
CC(Sc1nnnn1C)C(=O)Nc1ccc(N2CCOCC2)cc1 (configuration not stated)	6	-6	4	-1	3	1	-3	11	1	0.0
COc1ccc(OCC(O)CN(C2CCCCC2)C2CCCCC2)cc1 (configuration not stated)	2	1	-4	1	2	-2	4	8	-1	0.3
COc1ccc(OC)c(NC(=O)CC2C(=O)NCCN2C(=O)c2ccccc2)c1 (configuration not stated)	-5	6	0	-10	2	0	-7	2	-2	-0.9
O=C(COC(=O)c1ccccc1OCc1ccc(F)cc1)NCC1CCCO1 (configuration not stated)	2	5	-2	-3	2	-2	-7	-9	-3	1.4
Cc1ccc(-c2noc(CSc3nnc(CCc4ccccc4)n3-c3ccccc3)n2)cc1	-2	-1	-11	-1	-51	2	0	-5	-3	0.7
COc1cc(C(c2nnnn2C(C)(C)C)N2CCN(c3nc4ccccc4s3)CC2)ccc1O (configuration not stated)	-4	-2	1	1	-3	44*	1	-5	-1	-1.1
COc1ccccc1-c1noc(CCC(=O)N2CCN(c3cc(C)ccc3C)CC2)n1	2	2	-10	-2	-9	-1	3	1	1	-0.9
COc1ccc(Br)cc1-c1noc(-c2ccncc2)n1	-7	10	-10	-2	-1	6	-12	-18	2	1.1
Cc1ccc(OCCC(=O)OCC(=O)c2ccc3c(c2)NC(=O)CO3)cc1	-3	11	3	2	0	4	4	2	6	27*
CCOc1ccccc1CN1CCN(C2CCSCC2)CC1CCO (configuration not stated)	-3	0	-7	4	2	-1	-3	9	-8	-2.8
O=C(Nc1cc(Cl)ccc1-n1cncn1)c1cncc(Br)c1	1	3	-1	-2	2	4	3	-3	-1	4.1
C=CCc1cccc2cc(C(=O)Nc3ccc(F)cc3)c(=O)oc12	3	5	-4	-4	-2	-1	-5	-2	1	-0.9
COC(=O)c1sc(NC(=O)c2ccco2)nc1C	1	-1	-1	-1	3	-5	0	9	1	-0.1
Cc1ccc(Nc2nnc(C)c(=O)[nH]2)cc1	-1	-1	-2	-2	3	4	-5	7	2	-1.1
Cc1cccc(C)c1OCC(=O)Nc1nnc(C2CCCO2)s1 (configuration not stated)	-4	0	-8	1	-9	-1	-2	-1	5	-2.3
Cc1nc2ccccc2n1S(=O)(=O)c1ccc(Br)cc1	9	-1	-9	4	-1	1	-5	-3	3	0.6
COC(=O)C1=C(C)N(Cc2cccc(C(F)(F)F)c2)C(=NCc2ccccc2C(F)(F)F)NC1c1cccc(F)c1 (configuration not stated)	-5	-3	22	-2	·	-3	5	-13	3	-0.1
Cc1ccc(/C=N/NC(=O)C2=NNC(c3ccccc3)(c3ccccc3)C2)c(O)c1	3	9	28	0	6	0	2	7	14	-3.5

A second format for some results above.
Fields – SIAE inh, NR1D1 modulator, ABHD4 inh, LEDGF integ inh, HTRA1 inh, PRMT1 inh, TCR-CD3 inh, TDP2 absorb, rCAG binder, PG9 binder
- Cc1ccc(Nc2nnc(C)c(=O)[nH]2)cc1
  -1, -1, -2, -2, 3, 4, -5, 7, 2, -1.1
- CC(Sc1nnnn1C)C(=O)Nc1ccc(N2CCOCC2)cc1 (configuration not stated)
  6, -6, 4, -1, 3, 1, -3, 11, 1, 0.0
- O=C(COC(=O)c1ccccc1OCc1ccc(F)cc1)NCC1CCCO1 (configuration not stated)
  2, 5, -2, -3, 2, -2, -7, -9, -3, 1.4
- C=CCn1c(C(CCCC)CC(O)COCC(C)C)n[nH]c1=S (configuration not stated)
  8, -2, 0, 2, -2, -3, 0, -9, -9, -2.1
- COc1cc(C(c2nnnn2C(C)(C)C)N2CCN(c3nc4ccccc4s3)CC2)ccc1O (configuration not stated)
  -4, -2, 1, 1, -3, 44*, 1, -5, -1, -1.1
- CCOc1ccc(Cl)cc1S(=O)(=O)n1nnc2ccccc21
  -4, -2, -3, 2, 7, -1, 2, -2, 2, 1.2

High-throughput results from PubChem BioAssay.
